rTrxR1 inhibitor = blocks rat thioredoxin reductase 1; Potency, µM (highest dose often 114 µM), without a hit: at the highest dose activity change, negative = inhibition, usual class: inhibitors; AID 588453; recombinant rTrxR1, NADPH fluorescence consumption, selenite substrate; hit rate 1% among 390,000; O89049; also: % is scaled to controls: 0 for no effect and ±100 for the full control effect; nearly all actives have a fitted effect of over 65% in size
Target sequence (O89049 whole entry, looked up): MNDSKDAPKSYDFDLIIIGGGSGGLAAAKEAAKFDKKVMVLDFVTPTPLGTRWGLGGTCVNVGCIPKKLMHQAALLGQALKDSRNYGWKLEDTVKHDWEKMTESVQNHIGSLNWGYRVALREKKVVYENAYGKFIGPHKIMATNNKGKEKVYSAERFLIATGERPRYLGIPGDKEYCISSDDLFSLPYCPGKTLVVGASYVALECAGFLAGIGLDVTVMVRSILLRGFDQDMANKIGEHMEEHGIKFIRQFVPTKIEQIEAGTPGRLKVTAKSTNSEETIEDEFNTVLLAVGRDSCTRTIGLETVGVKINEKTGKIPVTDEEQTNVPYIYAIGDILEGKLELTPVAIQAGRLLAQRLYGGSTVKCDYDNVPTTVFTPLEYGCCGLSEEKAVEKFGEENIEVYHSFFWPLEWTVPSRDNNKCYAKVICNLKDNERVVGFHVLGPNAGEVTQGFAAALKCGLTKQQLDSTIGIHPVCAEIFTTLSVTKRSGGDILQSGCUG
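Rat TrxR1 (90 nM in the dispensed reagent) was pre-reduced with 400 uM NADPH for 5 min at room temperature, then incubated with compound for 15 min. After 400 uM selenite was added, NADPH fluorescence (Ex 340/Em 450 nm) was followed for 8 min.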
GLS inh = inhibitors of human glutaminase (GLS). GLS enzymatic activity, qHTS titration. AID 624170. Potency, µM (titrated, usually from 45.5 µM), for the others: top-dose activity change, negative = inhibition, usual class: inhibitors. hit rate 0.21% among 410,000; also: % is scaled to controls: 0 for no effect and ±100 for the full control effect
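Human kidney-isoform GLS in 45 mM KH2PO4 pH 8.2, 0.02% Tween-20, with compound, started with 1mM L-Glutamine (added stock). Glutamate oxidase/HRP/Amplex red coupled fluorescence read at start and after 30 min at RT.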
JMJD2A Tudor = inhibitors of human JMJD2A Tudor domain | O75164 | AlphaScreen JMJD2A-Tudor / H3K4me3 peptide binding | Potency, µM (series often up to 114 µM), without a hit: at the highest dose activity change, negative = inhibition, actives largely listed as inhibitors | hit rate 4.4% among 390,000; also: % is scaled to controls: 0 for no effect and ±100 for the full control effect; nearly all actives have a fitted effect of over 50% in size
HP1b binding inh = blocks HP1-beta chromodomain binding to methylated histone tails; Potency, µM (series often up to 114 µM), for inactives: at the top dose activity change, negative = inhibition, actives largely listed as inhibitors; hit rate 0.56% among 390,000; AlphaScreen HP1-beta / biotin-H3K9me3 peptide binding; AID 540317; also: nearly all actives have a fitted effect of over 70% in size; inactives centre near 23
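Compound inhibition of the preformed complex between 50 nM HP1-beta and 50 nM biotinylated H3K9me3 peptide was read by AlphaScreen. Buffer was PBS pH 7.4 with 0.01% Tween-20. Incubations ran 30 min at room temperature, with 10 ug/mL donor/acceptor beads.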
PGK inhibitor = T. brucei PGK inhibition | hit rate 0.043% among 380,000 | Potency, µM (top dose mostly 57.5 µM), for inactives: at the highest dose activity change, negative = inhibition, most hits filed as inhibitors | P07378 | PGK/GAPDH coupled, Kinase-Glo luminescence, 60 min | AID 602233; also: % is scaled to controls: 0 for no effect and ±100 for the full control effect; nearly all actives have a fitted effect of over 60% in size
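Luminescent ATP detection (Kinase-Glo Plus) follows a 60-minute room-temperature incubation, with wells lacking PGK as controls. Buffer: 100 mM TEA (pH 7.6), 5 mM MgCl2, 0.01% Tween-20. Coupling enzyme GAPDH (100 nM final) supplies unstable 1,3-BPG in-well.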
RGS4 inhibitor = human RGS4 inhibition. P49798. Transcreener GDP fluorescence polarization, RGS4-accelerated GTP hydrolysis. Potency, µM (titrated, usually from 114 µM), for inactives: at the top dose activity change, negative = inhibition, usual class: inhibitors. hit rate 0.039% among 390,000. AID 504845; also: % is scaled to controls: 0 for no effect and ±100 for the full control effect; nearly all actives have a fitted effect of over 75% in size; some results filed as inactive show a strong effect at the top dose
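MLSMR compounds (23 nl, pin-transferred) preincubated 10 min at room temperature with a 500nM (2x) first reagent, then RGS4 at 900nM (2x) plus Transcreener GDP mix added; fluorescence polarization (620/688 nm) read before and after 90 min at 30 °C.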
Pin1 inh = human Pin1 inhibition. Q13526. Pin1 FP peptide displacement, HiFluor488, 10 min. Potency, µM (titrated, usually from 115 µM), for inactives: at the highest dose activity, negative = inhibition, usual class: inhibitors. hit rate 0.009% among 390,000. AID 504891; active = well fitted inhibition curve with a large enough effect in the polarisation, with a control signal flat, not every such curve was filed as active; inconclusive = small, poorly fitted or top-dose-only effect, or effect the other way, or a change in a side signal; inactive = no such curve, though single readings can be large or run the other way; the % refers to the polarisation; also: % is scaled to controls: 0 for no effect and ±100 for the full control effect
ERG Ets-DNA blk = ERG Ets/DNA interaction inhibition; P11308; fluorescence polarization, His-ERG Ets domain / labelled DNA; Potency, µM (doses to about 76.9 µM), for the others: top-dose FP activity, negative = inhibition, hits mostly inhibitors; hit rate 0.028% among 370,000; AID 624246; active = well fitted inhibition curve with a large enough effect in the polarisation, with a control signal flat; inconclusive = small, poorly fitted or top-dose-only effect, or effect the other way, or a change in a side signal; inactive = no such curve, though single readings can be large or run the other way; the % refers to the polarisation;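 also: polarization taken with two DNA probes labelled with fluorescein and Texas red; % of control where 0% means no effect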
Target sequence (P11308 whole entry, looked up, the tested form may be a part): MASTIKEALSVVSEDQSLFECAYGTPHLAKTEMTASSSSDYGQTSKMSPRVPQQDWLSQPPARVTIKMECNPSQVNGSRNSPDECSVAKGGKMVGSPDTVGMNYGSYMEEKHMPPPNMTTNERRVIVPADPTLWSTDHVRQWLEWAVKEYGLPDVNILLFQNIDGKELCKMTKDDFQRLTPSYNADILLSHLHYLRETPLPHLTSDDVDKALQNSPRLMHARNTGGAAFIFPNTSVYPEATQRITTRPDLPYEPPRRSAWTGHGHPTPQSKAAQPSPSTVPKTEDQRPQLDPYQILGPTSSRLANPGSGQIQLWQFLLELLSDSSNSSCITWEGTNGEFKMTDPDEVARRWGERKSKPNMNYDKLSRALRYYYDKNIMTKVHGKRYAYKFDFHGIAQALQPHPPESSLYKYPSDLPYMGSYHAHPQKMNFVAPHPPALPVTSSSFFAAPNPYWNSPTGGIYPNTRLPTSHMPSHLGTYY
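His-tagged ERG Ets domain (1 uM in the protein solution; 300mM KCl, 50mM Tris-HCl, 1mM EDTA, 1mM DTT, pH 7.5) received compound, then a probe mix of 5 nM fluorescein-DNA and 100nM Texas-615-DNA. Fluorescence polarization was read for both dyes.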
12-LOX inh = blocks human arachidonate 12S-lipoxygenase; purified 12hLO, xylenol orange hydroperoxide absorbance; Potency, µM (titrated, usually from 108 µM), inactives show top-dose activity change, negative = inhibition, usual class: inhibitors; P18054; hit rate 1.1% among 580,000; also: % is scaled to controls: 0 for no effect and ±100 for the full control effect
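Purified human 12hLO at 150 nM in 25 mM Hepes, 0.01% Triton X-100, pH 7.0, preincubated 15 min at room temperature with compound. Reaction started with 40 uM arachidonic acid, 30 min at room temperature. Hydroperoxide measured by Fe-xylenol orange, 573/405 nm absorbance ratio.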
An asterisk follows results filed as active; i = inactive; ? = inconclusive; . = not tested or not shown; & = joins results of further samples; [ ] = remark or other dose. Unless noted, calls follow the shape of the dose curve; as a rule, active = well fitted curve in the direction sought with a large enough effect; inconclusive = small, poorly fitted or top-dose-only effect, or another doubt; inactive = no such curve, though single readings can be large; an effect the other way counts as inactive or inconclusive. Potency is read from the fitted curve at half-maximal effect. An excerpt; count on the stated rates, not on these rows.

Preview, 2 compounds:
Results follow in this order: rTrxR1 inhibitor	GLS inh	JMJD2A Tudor	HP1b binding inh	PGK inhibitor	RGS4 inhibitor	Pin1 inh	ERG Ets-DNA blk	12-LOX inh
CC(=O)NC(Cc1cccc(C)c1)C(=O)NC1CCN(C(=O)NCc2ccccc2)CC1 (centres undefined)
  4%	-12%	8%	27%	-8%	1%	5%	-7%	18%
O=C(Nc1nc2cc3c(cc2s1)OCO3)C1CC1
  22%	6%	-4%	16%	-2%	20%	-1%	11%	-6%

Main list, from the start:
Results follow in this order: rTrxR1 inhibitor	GLS inh	JMJD2A Tudor	HP1b binding inh	PGK inhibitor	RGS4 inhibitor	Pin1 inh	ERG Ets-DNA blk	12-LOX inh
CC(=O)NC(Cc1cccc(C)c1)C(=O)NC1CCN(C(=O)NCc2ccccc2)CC1 (centres undefined)
  4%	-12%	8%	27%	-8%	1%	5%	-7%	18%
O=C(Nc1nc2cc3c(cc2s1)OCO3)C1CC1
  22%	6%	-4%	16%	-2%	20%	-1%	11%	-6%
Cc1[nH]c(=O)c(C#N)c(C)c1[N+](=O)[O-]
  8%	0%	-3%	51%[activator]	-12%	2%	-6%	-14%	5%
COc1ccc(/C=C2/SC(=S)N(Cc3ccccc3)C2=O)cc1O
  2%	9%	?	-5%	-1%	7%	12%	40%[activator]	-9%
O=C(Cc1nn[nH]n1)Nc1ccc(F)cc1F
  21%[57.1 µM]	20%	?	-7%	-4%	-13%	-1%	3%	?
O=C(c1ccc(F)cc1F)N1CCCC(c2nc(-c3cccs3)no2)C1 (centres undefined)
  2%	-8%	3%	20%	6%	-9%	6%	12%	2%
COc1cccc(Nc2nnc(SCc3nc4ccccc4s3)s2)c1
  -9%	7%	-27%	13%	-1%	21%	57%[activator]	55%[activator]	1%
CC1CCCCN1C(=O)CSc1nnc(-c2cccnc2)o1 (centres undefined)
  5%	16%	-9%	14%	-2%	7%	-2%	-1%	-12%
COc1cc(OC)cc(C(=O)NCCSCc2ccc(Cl)cc2)c1
  -9%	18%	7%	31%	i	20%	-1%	4%	?
CC(OC(=O)c1ccc2ccccc2c1)C(=O)N(C)Cc1ccccc1 (centres undefined)
  -14%	2%	-4%	46%[activator]	3%	28%	?	-10%	?
Cc1ccc2c(c1)C(c1ccc([N+](=O)[O-])cc1)=NNC(c1ccc(Br)cc1)=N2
  -3%	-3%	-25%[57.1 µM]	-3%	-3%	-23%	10%	-1%	-25%
CCN(c1ccccc1)S(=O)(=O)c1cccc(C(=O)O)c1
  22%	12%	-14%	16%	-6%	14%	3%	.	-1%
CCOc1cc(C)c(S(=O)(=O)Nc2ccc(F)cc2)cc1C
  ?	-3%	4%	76%[activator]	-2%	-6%	-1%	2%	-26%
CCOC(=O)C1(Cc2ccc(OC)cc2)CCN(C(=O)c2cc(C)nn2C)CC1
  13%	0%	-10%	6%[57 µM]	10%	-4%	2%	5%	6%
CNc1nc(SC)nc(N(C)C#N)n1
  -10%	-6%	-7%	39%	-4%	9%	1%	10%	2%
CC1=C(C(=O)OCc2ccccc2)C(c2ccccc2Br)NC(=O)N1 (centres undefined)
  15%[57.1 µM]	-8%	-31%	-14%	-14%	-44%	-6%	0%	?
O=C(O)CCCC(=O)NCc1c(Cl)cccc1Sc1ccc(Cl)cc1
  9%[57.1 µM]	2%	-8%	18%	-11%	-21%	-1%	-2%	8%
CN(c1ccccc1)S(=O)(=O)c1ccc(C(=O)Nc2nnc(-c3ccc(F)cc3)o2)cc1
  -9%	2%	-11%[11.4 µM]	44%[activator]	-1%	18%[11.4 µM]	5%	-2%	.
O=C1CCC(C(=O)OCC(=O)c2ccccc2)N1 (centres undefined)
  8%[57.1 µM]	-11%	?	2%	2%	?	-4%	0%	8%
CCC(c1nnnn1Cc1ccc2c(c1)OCO2)N1CCN(c2ccc(F)cc2)CC1 (centres undefined)
  6%	0%	?	-10%	i	-12%	2%	3%	8%
CN(C)Cc1c(C(=O)N/N=C/c2ccc(-c3ccccc3)cc2)nnn1-c1nonc1N
  -1%[57.1 µM]	-5%	?	16%	-3%	-36%[56.9 µM]	-2%	-5%	12%
C=CCSc1nc2c(c(=O)[nH]1)C(C(C)C)C(C#N)=C(N)O2 (centres undefined)
  15%[57.1 µM]	17%	-4%	56%[activator]	-1%	-9%	1%	13%	397%[activator]
CC(C)(C)c1cc(CCC(=O)N2CCC2)cc(C(C)(C)C)c1O
  12%	-18%	-6%	31%	-6%	-37%	-2%	-2%	.
CCCCSc1nnc([C@@H](NC(=O)OC(C)(C)C)C(C)C)o1
  ?	2%	1%	40%[activator]	i	-17%	4%	1%	-6%
N#CCC(=O)NCCCc1ccccc1
  -13%[57.1 µM]	39%[activator]	-6%	61%[activator]	-1%	-8%	3%	-1%	-8%
C#CCN(C(=O)c1ccc(OC2CCN(Cc3ccccn3)CC2)cc1)C1CCCCC1
  8%	3%	-16%	31%	9%	9%	-4%	-2%	-1%
COc1ccc(CCNC(=O)c2cc(-c3ccccc3)nc3ccccc23)cc1OC
  17%	-13%	-19%	19%	i	12%	2%	4%	-14%
COc1cc(NC(=S)Nc2ccccn2)c(OC)cc1Cl
  2%	-5%	-6%	47%[activator]	-7%	-38%	-5%	6%	?
Cc1ccc(C)c(Cn2c(=O)n(CCCCC(=O)NCc3ccc4c(c3)OCO4)c(=O)c3ccccc32)c1
  12%	6%	-10%	15%	2%	-2%	23%	0%	-17%
CCN1CCC[C@H]1CNC(=O)c1c(OC)ccc(Br)c1OC
  18%	-1%&6%	-14%	16%	i	1%	-3%	-6%	7%&0%
Cc1ccccc1N/C(=C(/C(Cl)=C(Cl)Cl)[N+](=O)[O-])n1nnc2ccccc21
  10µM*	15%	?	-5%	-6%	-3%	3%	-5%	?
COc1ccc(S(=O)(=O)NCCC(=O)NC2CCCCC2C)cc1[N+](=O)[O-] (centres undefined)
  5%	-14%	?	?	-14%	12%	0%	-3%	-23%
CC(=O)N(c1cccc(Br)c1)C1C=CS(=O)(=O)C1 (centres undefined)
  22%	-8%	-1%	26%	.	-1%	-9%	.	2%
COc1cccc(CNC(=O)COc2cc(=O)n(C)c3ccccc23)c1
  11%	1%	-11%	30%	-2%	10%	0%	8%	-6%
Cc1ccccc1OCCSc1nnc(C)n1-c1ccccc1
  9%	-1%	-24%	9%	4%	12%	-5%	-5%	9%
COc1ccc(C/C(C)=N/NC(=S)Nc2ccc(Cl)cc2)cc1
  -16%	-12%	-18%	11%	-6%	-28%	-2%	6%	0%
COc1ccc(-c2c(-c3cc(OC)cc(OC)c3)sc3ccc(OC)cc23)cc1
  17%	1%	-2%	51%[activator]	-9%	21%	-3%	5%	-29%
N#CC1=C(N)Oc2cc(N)ccc2C1c1cccc(Br)c1 (centres undefined)
  -13%	-13%	?	17%	-3%	-9%	?	21%	?
CC1=CC(c2ccccc2)n2nnnc2N1 (centres undefined)
  -16%	-2%	-11%	38%[activator]	-7%	-5%	0%	-7%	0%
COc1ccccc1C(=O)Nc1nnc(S(=O)(=O)N(C)c2ccc(Cl)cc2)s1
  10%	-14%	0%	44%[activator]	-3%	7%	4%	5%	-3%
CC1CCCC(NC(=O)CCNC(=O)c2ccc(Br)cc2)C1C (centres undefined)
  6%	0%	-11%	18%	2%	9%	-1%	-5%	1%
CC(C)CNC(=O)C(=O)N/N=C/c1cccs1
  -7%	-1%	-17%	15%	7%	-13%	0%	-1%	-9%
CC(C)(C)c1ccc(COC(=O)CN2C(=O)NC3(CCCC3)C2=O)cc1
  -3%	9%	-17%	27%	9%	10%	3%	-1%	-2%
CCOC(=O)c1ccc(NC(=O)C2Cc3ccccc3CN2S(=O)(=O)c2ccc(Cl)cc2)cc1 (centres undefined)
  13%	6%	0%	39%	.	-33%	14%	1%	-18%
CCCc1nc(SCC(=O)N2CCc3ccccc3C2)c2ccccc2n1
  12%[57.1 µM]	0%	1%	32%	-5%	-28%	19%	-3%	-17%[57.4 µM]
COc1ccc(C)cc1NC(=O)CN(C)S(=O)(=O)c1cnc[nH]1
  17%	5%	-20%	14%	.	26%	?	2%	9%
Fc1ccc2nc(N3CCCC3)sc2c1
  15%[57.1 µM]	-3%	8%	32%	8%	2%	1%	0%	20%
Cc1ccc(C)c(OCC(=O)N2CCc3ccccc3C2)c1
  12%	5%	1%	46%[activator]	-3%	10%	-1%	18%	?
O=C(N/N=C/c1c[nH]c2ccccc12)c1ccccc1
  16%	0%	3%	36%	5%	-7%	-5%	1%	38%[activator]
CCOC(=O)NNC(=O)C12CC3CC(CC(C3)C1)C2
  7%	-4%	-10%	45%[activator]	-6%	2%	-10%	2%	12%
CCOC(=O)c1cccc(NC(=O)C2CCN(S(=O)(=O)c3cccs3)CC2)c1
  28%	6%	-14%	27%	-8%	28%	18%	-2%	18%
COc1ccc(S(=O)(=O)Nc2cccc(-c3ccc(N4CCCCCC4)nn3)c2)c(OC)c1
  15%&-22%[57.1 µM]	?	-28%&-22%	14%	-2%	?	15%&23%	-3%&5%	5%&2%
Cc1ccc(NC(=O)CN2C(=O)S/C(=C/c3ccc(-c4cc(C(=O)O)ccc4C)o3)C2=O)cc1C
  16%	?	11µM*	-68%	20µM*	?	?	2%	?

Screening results (PubChem BioAssay)
